TLR4 MyD88 comp: inhibitors of human TLR4-MyD88 binding; O00206+Q99836; HeLa CL3-4 TLR4/MyD88 BLA complementation, FRET ratio; inhibition, % at 8.4 µM; actives 0.18% (n = 200,000); AID 861; in the data active means inhibition above about 25%;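 further: 0% = vehicle and 100% = reference inhibitor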
Target sequence (O00206 whole entry, looked up): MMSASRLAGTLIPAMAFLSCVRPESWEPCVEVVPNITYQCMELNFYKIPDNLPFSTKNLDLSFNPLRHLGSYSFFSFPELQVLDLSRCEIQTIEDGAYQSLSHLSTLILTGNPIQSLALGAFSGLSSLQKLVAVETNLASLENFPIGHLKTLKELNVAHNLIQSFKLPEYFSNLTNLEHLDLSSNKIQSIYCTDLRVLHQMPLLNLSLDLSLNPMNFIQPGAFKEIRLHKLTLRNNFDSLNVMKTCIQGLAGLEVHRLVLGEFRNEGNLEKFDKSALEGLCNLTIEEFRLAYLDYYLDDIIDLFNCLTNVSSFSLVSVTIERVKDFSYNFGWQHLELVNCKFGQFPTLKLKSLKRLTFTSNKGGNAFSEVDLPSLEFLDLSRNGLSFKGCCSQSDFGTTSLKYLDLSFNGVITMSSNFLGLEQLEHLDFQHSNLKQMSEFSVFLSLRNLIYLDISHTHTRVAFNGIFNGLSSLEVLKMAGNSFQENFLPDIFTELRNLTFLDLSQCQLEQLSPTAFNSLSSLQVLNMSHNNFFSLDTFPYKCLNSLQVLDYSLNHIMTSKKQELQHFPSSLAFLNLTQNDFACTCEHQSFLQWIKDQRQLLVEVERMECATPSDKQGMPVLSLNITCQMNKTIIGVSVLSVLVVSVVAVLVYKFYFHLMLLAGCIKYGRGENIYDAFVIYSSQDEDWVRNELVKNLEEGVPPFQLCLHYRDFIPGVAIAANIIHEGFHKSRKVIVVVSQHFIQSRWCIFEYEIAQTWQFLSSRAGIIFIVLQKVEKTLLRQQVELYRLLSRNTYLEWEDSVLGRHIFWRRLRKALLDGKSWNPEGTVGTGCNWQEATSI
Target sequence (Q99836 whole entry, looked up): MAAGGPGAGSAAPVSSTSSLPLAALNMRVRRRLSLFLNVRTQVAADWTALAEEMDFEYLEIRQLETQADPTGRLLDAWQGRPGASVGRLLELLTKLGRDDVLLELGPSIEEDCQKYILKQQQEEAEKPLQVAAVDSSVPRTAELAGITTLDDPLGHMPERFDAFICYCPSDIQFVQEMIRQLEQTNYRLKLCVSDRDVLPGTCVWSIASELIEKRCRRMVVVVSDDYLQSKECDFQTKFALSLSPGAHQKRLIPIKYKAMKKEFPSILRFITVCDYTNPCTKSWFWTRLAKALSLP
STAT1 blocker: inhibitors of IFN-gamma induced STAT1 signaling; NIH 3T3 STAT1-luciferase reporter, luminescence; inhibition, % at 5.5 µM; actives 0.35% (n = 200,000);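 active means inhibition above a set limit, the mean inhibition across all tested compounds plus 3 SD, cut at about 34% in these data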;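 further: 0% = IFN-gamma with DMSO and 100% = IFN-gamma with 300 µM nifuroxazide; values of inactives mirror those of a sister screen read the other way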
Diaph inh CS: inhibits diaphorase or chemically oxidizes, flagging diaphorase assay artifacts. diaphorase resazurin-to-resorufin fluorescence, NADH, 16 min; bacterial (C. kluyveri) enzyme, not human. inhibition, % at 20 µM. actives 0.69% (n = 190,000). AID 1217;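 active means primary screen inhibition at 20 µM above a set limit, cut at about 50% in these data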;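 further: plate controls were DMSO with full reaction for no effect and wells lacking NADH for full effect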
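Test system: bacterial diaphorase enzyme (C. kluyveri); Quantity: 0.14 U/mL diaphorase, enzyme working solution; Times: reaction incubation of 16 min at room temperature; Measured by: fluorescence of resorufin formed from resazurin, Ex 544/Em 590 nm; Benchmarks: positive control minus NADH, DMSO neutral control.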
STAT1 act: STAT1 signaling activation; AID 932; activation (% of control), % at 5.5 µM; NIH 3T3 STAT1-luciferase reporter, IFN-gamma, luminescence; 100% = IFN-gamma alone, no compound; actives 2.6% (n = 200,000);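 active means activation above the screen-wide mean activation plus 3 SD, cut at about 130% in these data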;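 further: raw ratio to IFN-gamma control signal so 100% means no change and 0% no light; values of inactives mirror those of a sister screen read the other way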
Diaph act CS: diaphorase activation or chemical reduction counter-screen; actives 0.005% (n = 190,000); Diaphorase/resazurin coupled assay, resorufin fluorescence, 16 min; stronger effect = higher value; 1 = vehicle wells, 0 = NADH-free wells; AID 1229; activation factor at 20 µM;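 active means diaphorase activity raised at least twofold by the compound at 20 µM; inactive means activation factor below 2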
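Material: bacterial diaphorase enzyme (C. kluyveri); amount: enzyme 0.07 U/mL final; reagent: NADH substrate 0.114 mM plus resazurin dye 0.1 mM, final; doses: single compound dose of 20 µM, 1% DMSO final; timing: 16 min enzyme reaction, ambient temperature; measured by: fluorescence of resorufin, 544 nm excitation, 590 nm emission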
APP 5UTR inh: APP translation inhibition | actives 0.82% (n = 190,000) | SH-SY5Y APP 5'UTR-luciferase reporter, luminescence | inhibition, % at 2 µM | AID 1285;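 active means inhibition above a set limit, derived from the sample mean plus 3 SD, cut at about 45% in these data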; further: values of inactives mirror those of a sister screen read the other way
STAT3 activator: STAT3 signaling activation; actives 0.91% (n = 190,000); activation (% of control), % at 5.6 µM; U3A cells, IL-6 STAT3-luciferase reporter, luminescence; 100% = signal with IL-6 EC80 alone; AID 871;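 active means activation above the screen-wide mean of compound activation plus 3 SD, cut at about 130% in these data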;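 further: 0% = background luminescence of wells with medium and substrate only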
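Assay system – human STAT1-deficient U3A cells with stable STAT3-luciferase reporter · Also added – IL-6 (33 ng/mL) · Schedule – compound 1 h, then IL-6 6 h at 37 °C · Technique – reporter luminescence signal · Evaluation – % activation versus median of IL-6-stimulated wells · Benchmarks – IL-6-only wells as 100% reference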
G6PDH counter: L. mesenteroides G6PDH inhibition counter-screen; Purified L. mesenteroides G6PDH, diaphorase/resazurin coupled fluorescence, 45 min; inhibition, % at 5 µM; actives 0.12% (n = 200,000); in the data active means inhibition above about 50%
STAT3 inh: reduces IL-6 driven STAT3 reporter signal | inhibition, % at 5.5 µM | AID 862 | actives 0.89% (n = 190,000) | U3A cells, IL-6 STAT3-luciferase reporter, luminescence; host cell line lacks STAT1;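 active means inhibition above the mean inhibition across all screened compounds plus 3 SD, cut at about 44% in these data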;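 further: 0% = DMSO only wells and 100% = 100 µM nifuroxazide control wells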
Hsp70 activator: switches on Hsp70 transcription | HeLa Hsp70 promoter luciferase reporter, luminescence; scaled: vehicle 0, proteasome-inhibitor control 100% | AID 1203 | actives 0.04% (n = 200,000) | activation, % at 10 µM;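 active means activation above the mean across all tested compounds plus 3 SD, cutoff set per campaign, cut at about 5.5% in these data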;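 further: 100% = MG132 at 30 µM as the positive control and 0% = DMSO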
Active calls of the source: *; x = not tested or not shown.

SMILES	TLR4 MyD88 comp	STAT1 blocker	Diaph inh CS	STAT1 act	Diaph act CS	APP 5UTR inh	STAT3 activator	G6PDH counter	STAT3 inh	Hsp70 activator
O=C(NN1C(=O)c2ccccc2C1=O)c1ccccc1[N+](=O)[O-]	-12.2	0.1	-9.8	99.0	1.1	0.0	103.5	7.9	3.3	0.0
CC(C)OCCCNC(=O)Nc1cccc2ccccc12	1.0	-2.6	6.3	100.9	0.9	0.5	106.0	12.3	-2.3	-0.1
COc1cccc(C=Nc2cc(C)cc(C)c2)c1O	8.7	7.1	13.2	93.6	0.9	7.1	95.0	9.6	8.1	-0.3
O=C(Nc1ccccc1Oc1ccccc1)c1ccc(Br)o1	-9.0	0.3	19.2	104.7	0.8	-6.0	104.5	-1.6	-4.1	-0.2
CN(C)/C=C1\N=C(c2cccs2)OC1=O	13.6	6.8	5.3	93.8	0.9	15.1	95.0	10.0	9.5	-0.4
O=C1CN(C(=O)CSc2nnc3ccccn23)c2ccccc2N1	-8.0	2.5	-6.5	97.7	1.1	8.7	109.4	3.4	-12.7	-0.2
Cc1cccc(N/N=C(\C=N\N)C(=O)c2ccc(Br)cc2)c1	1.4	-1.9	21.3	101.2	0.8	-1.1	106.3	-6.0	-5.3	0.0
Cc1ncc(CO)c(/C=N/NC(=O)c2ccc(O)cc2)c1O	14.3	5.5	11.9	95.0	0.9	-17.8	96.0	-13.4	7.5	-0.3
CSc1ccc(Cl)c(C(=O)Nc2ccc(Cl)cn2)c1	-1.0	6.4	-14.1	92.4	1.1	23.6	81.5	10.9	23.8	0.0
O=C1NC(=O)C(Nc2cccc3ccccc23)S1 (centres undefined)	-11.0	6.2	36.7	91.8	0.6	-4.6	141.5*	13.8	-45.9	0.1
CC12CCC(C(=O)N(CSC(=S)N/N=C\c3ccccc3Cl)C1=O)C2(C)C (centres undefined)	-9.3	2.2	45.5	97.9	0.5	-8.2	110.8	-4.1	-8.8	0.4
O=C(Nc1ccc(N2CCN(Cc3ccccc3F)CC2)cc1)c1ccccc1[N+](=O)[O-]	6.9	-4.2	-1.1	101.9	1	6.5	109.0	10.9	-6.9	-0.6
Cc1nc2ccccc2n1S(=O)(=O)c1ccc(S(=O)(=O)N2CCCCCC2)cc1	7.6	-4.9	16.4	104.4	0.8	-2.3	100.9	9.9	4.4	0.1
O=C(NC1CCCCC1)N(Cc1ccccc1)Cc1ccco1	-8.4	3.1	10.4	97.1	0.9	1.9	100.7	3.5	3.1	-0.4
Cc1cc(C)n(-c2ccc(C(=O)OCC(=O)NCc3ccc(Cl)cc3)cc2)n1	5.2	-3.0	21.1	102.7	0.8	10.3	101.4	4.8	-6.2	-0.2
COCCNC(=O)C(c1ccc(C)o1)N(C(=O)c1snc(C(N)=O)c1N)c1cc(C)cc(C)c1 (centres undefined)	-3.5	2.4	24.3	97.8	0.8	6.1	103.4	8.7	1.2	0.1
CN(C)S(=O)(=O)c1ccc(S(=O)(=O)N2CCCC2)cc1	10.9	0.8	5.4	99.9	0.9	x	116.5	-1.0	-19.6	-0.4
CC(C)NC(=S)N1CCN(S(=O)(=O)c2cccc(C(F)(F)F)c2)CC1	-10.1	-2.1	15.1	101.9	0.8	-28.3	106.2	1.9	-7.4	-0.3
O=C1CCc2cc(S(=O)(=O)NC(Cc3ccccc3)C(=O)N3CCN(c4ccccn4)CC3)ccc2N1 (centres undefined)	0.5	-1.2	7.0	99.5	0.9	20.1	102.8	3.1	-1.0	-0.4
Cc1cccc(NC(=O)Cn2cnc3sc(C)c(S(=O)(=O)N4CCC(C)CC4)c3c2=O)n1	2.3	17.5	13.4	83.9	0.9	3.1	95.8	11.2	8.5	-0.1
CCOc1cc(/C=N/NC(=O)C(=O)N2CCCC2)ccc1O	-6.3	14.9	24.9	84.6	0.8	10.1	99.6	12.3	2.7	-0.2
COc1cccc(-n2c(Cc3cc(=O)[nH]c(=O)[nH]3)nnc2SCC(=O)N2CCCCC2)c1	-4.5	-8.9	8.1	108.0	0.9	-3.8	103.8	3.5	4.2	-0.3
COc1ccc(-n2nc(C(=O)O)c3ccccc3c2=O)cc1	8.2	20.4	0.0	81.1	1	-6.5	95.5	7.6	9.7	-0.2
Cc1ccccc1CN1N=C(/C=C/c2ccccc2)CCC1=O	-0.8	0.1	7.2	98.8	0.9	-4.5	102.0	-3.1	1.2	-0.5
O=C1c2ccccc2C2=Nc3ccccc3SC(c3cccc(F)c3)C12 (centres undefined)	3.3	-5.6	28.6	107.6	0.7	17.3	106.5	-16.2	-10.8	-0.4
NC(=O)C(c1ccc(Sc2ccccc2)nn1)c1ccc(Cl)cc1Cl (centres undefined)	1.3	3.6	1.6	95.9	1	x	104.5	2.3	-5.3	0.0
O=C(Nc1nccs1)c1cc(-c2ccncc2)nc2ccccc12	-8.7	4.0	20.4	96.0	0.8	-2.0	111.7	0.7	-5.5	0.0
Cc1cc(C)c2cc(C#N)c(SCC(=O)NCC3CCCO3)nc2c1 (centres undefined)	3.8	10.3	5.5	90.6	0.9	-12.3	97.3	7.6	7.1	-0.5
CCCCCCOC(=O)C1=C(C)NC(=O)NC1c1ccc(O)cc1 (centres undefined)	4.7	-0.7	1.9	100.6	1	6.3	101.6	4.3	5.7	-0.4
COc1ccc(Cl)cc1C(=O)Nc1ccc2c(c1)OCO2	2.0	-38.0	17.1	134.7*	0.8	-39.1	151.3*	0.1	-55.3	-0.1

Next section
SMILES	TLR4 MyD88 comp	STAT1 blocker	Diaph inh CS	STAT1 act	Diaph act CS	APP 5UTR inh	STAT3 activator	G6PDH counter	STAT3 inh	Hsp70 activator
Cc1ccc2c(Cl)cc(Cl)c(OCC(=O)NC(=O)NCc3ccco3)c2n1	8.2	-2.2	23.7	102.0	0.8	-20.2	98.4	5.8	9.5	0.0
CCOC(=O)/C(C#N)=C/c1cn(CCC(=O)O)nc1-c1cccc(Cl)c1	7.2	-8.6	-0.2	105.1	1	-7.4	99.7	12.2	5.2	-0.3
COc1ccc(Nc2ncc(C(=O)N3CCC(C(N)=O)CC3)c3ccccc23)cc1	-0.8	1.6	6.0	98.5	0.9	11.9	100.7	3.0	3.1	0.0
CCC1CCCCN1c1nc(-c2cccc(OC)c2O)nc2ccccc12 (centres undefined)	2.7	-3.1	39.3	102.8	0.6	2.5	120.6	15.7	-22.5	-0.3
C/C(=N\N=C\c1cccc(F)c1)c1nnn(-c2nonc2N)c1C	-9.6	1.1	9.1	101.2	0.9	-25.9	89.1	14.9	11.3	-0.4
COC(=O)c1ccccc1NC(=O)c1cc(-c2ccc(OC)c(OC)c2)on1	-3.0	-0.1	x	100.1	x	-8.8	98.3	x	4.0	0.2
CCC(C)Cn1c(C(C)C)nc2ccccc21 (centres undefined)	-9.8	1.1	-2.4	96.0	1	2.2	98.9	20.1	6.0	-0.2
O=C(NCC1(c2ccccc2)CCCC1)C(=O)N1CCOCC1	7.5	0.8	-2.6	93.2	1	7.4	107.7	-2.3	-5.4	-0.2
c1ccc(Nc2c3c(nc4ncnn24)CCC3)cc1	-2.5	1.3	7.9	97.7	0.9	0.5	95.8	11.8	11.2	-0.2
COC(=O)/C(=C/N(C)C)C(=O)N1CCN(c2ccc(Cl)c(Cl)c2)CC1	-5.8	5.7	-1.0	94.5	1	-12.0	101.7	4.6	2.8	-0.3
COCCOC(=O)c1c(C)oc2ccc(NS(=O)(=O)c3ccccc3)cc12	-6.5	-3.4	24.0	103.1	0.8	9.5	92.9	1.6	10.8	-0.4
O=C(NCCN1CCOCC1)c1ccc([N+](=O)[O-])cc1[N+](=O)[O-]	1.8	-5.7	6.8	105.1	0.9	-14.8	102.5	3.0	4.8	-0.4
C=CCn1c(O)c(N=NC(=O)OC(C)(C)C)c2ccccc21	-7.7	1.4	5.0	98.8	0.9	-10.8	99.2	-7.5	-3.5	-0.1
CCCCOC(=O)n1c(SCC(=O)N(C)C)nc2ccccc21	-5.9	-11.1	1.5	110.1	1	-21.6	95.3	1.9	6.3	-0.4
CCCCNc1nc2ccccc2n1CC(=O)Nc1c(C)cccc1CC	5.0	7.0	-0.2	93.0	1	0.3	102.3	-0.3	-1.5	0.0
CCCCNC(=S)NNC(=O)c1c(Cl)c(C)nn1C	-8.2	-2.8	13.7	102.5	0.9	-8.1	92.9	8.1	12.5	-0.1
COc1ccc(C(=O)N2CCN(c3cnn(-c4ccccc4)c(=O)c3Cl)CC2)cc1	-8.1	-8.0	3.3	106.4	1	7.1	98.3	-3.2	8.8	-0.1
Cc1cc(=O)oc2cc(Oc3ncccn3)ccc12	-9.4	2.3	10.2	97.9	0.9	-1.1	98.4	-9.6	7.7	-0.2

Some of the entries above, set out differently:
The line under a structure holds: TLR4 MyD88 comp, STAT1 blocker, Diaph inh CS, STAT1 act, Diaph act CS, APP 5UTR inh, STAT3 activator, G6PDH counter, STAT3 inh, Hsp70 activator
O=C(Nc1ccc(N2CCN(Cc3ccccc3F)CC2)cc1)c1ccccc1[N+](=O)[O-]
  6.9, -4.2, -1.1, 101.9, 1, 6.5, 109.0, 10.9, -6.9, -0.6
Cc1nc2ccccc2n1S(=O)(=O)c1ccc(S(=O)(=O)N2CCCCCC2)cc1
  7.6, -4.9, 16.4, 104.4, 0.8, -2.3, 100.9, 9.9, 4.4, 0.1
